Assay outcomes as filed in PubChem BioAssay.
p53ts 39C tox – qHTS Screen for Compounds that Selectively Target Cancer Cells with p53 Mutations: Cytotoxicity of p53ts Cells at the Nonpermissive Temperature | H1299-p53A138V viability at 39C, ATP luminescence, 24 h | Potency, µM (titrated, usually from 46.1 µM), without a hit: at the top dose activity change, negative = cell killing, most hits filed as cytotoxic | actives 1.5% (n = 130,000); also: nearly all actives have a fitted effect of over 55% in size
Peg3 imprint – qHTS Assay for Compounds that Induce Erasure of Genomic Imprints; mouse ES Peg3-LacZ reporter, beta-gal luminescence, 40 h; Potency, µM (titrated, usually from 60.7 µM), inactives show top-dose activity change, positive = activation, actives largely listed as activators; actives 0.02% (n = 110,000);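 also: 0% = negative control wells on the plate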
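Imprint erasure is scored as LacZ activity from the silenced maternal Peg3 allele in feeder-free female ES cells cultured 40 h with LIF. Luminescence is normalized to in-plate negative controls and fitted to the Hill equation.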
IkB sig inh – IkB Signaling; ABC-DLBCL IkBa-CBG/CBR dual luciferase ratio, 4 h; response scale: scaled: untreated 0%, proteasome inhibitor 100%; Potency, µM (top dose mostly 57.1 µM), without a hit: top-dose IkBa stabilization activation; actives 0.04% (n = 110,000); AID 445, 2006; active = well fitted curve in the direction sought with a large enough effect in the signal ratio, not every such curve was filed as active; inconclusive = small, poorly fitted or top-dose-only effect, or a change in a side signal; the % refers to the signal ratio;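 also: the direction sought is a rising ratio; 0% = basal untreated cells and 100% = reference inhibitor full response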
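Luminescence ratio of IκBα-fused green versus native red beetle luciferase in OCI-Ly3 cells, 4 h post-doxycycline with compound; red signal alone, scaled from basal (0%) to zero light (-100%), flagged nonspecific or cytotoxic effects.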
p53ts 32C kill – qHTS Screen for Compounds that Selectively Target Cancer Cells with p53 Mutations: Cytotoxicity of p53ts Cells at the Permissive Temperature | AID 924, 2007 | actives 0.93% (n = 130,000) | Potency, µM (highest dose often 46.1 µM), for the others: at the top dose activity change, negative = cytotoxicity, actives largely listed as cytotoxic | H1299-p53A138V at 32C, ATP luminescence viability, 24 h;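 also: 0% = DMSO and -100% = full killing by reference compound; nearly all actives have a fitted effect of over 55% in size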
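Cells: H1299 p53ts (A138V), 600/well, pre-incubated 16–30 h at 37C. Cpd up to 46 uM, 24 h, 32C. Readout: ATPlite luminescence, 20 min RT. Normalization: DMSO vs tamoxifen 100 uM. AC50 by Hill equation.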
* hit, by the source's call; ? = inconclusive; · = no result given; & = joins results of further samples; [ ] = another dose, or the depositor's remark. Unless noted, calls follow the shape of the dose curve; as a rule, active = well fitted curve in the direction sought with a large enough effect; inconclusive = small, poorly fitted or top-dose-only effect, or another doubt; inactive = no such curve, though single readings can be large; an effect the other way counts as inactive or inconclusive. Unless noted, % is scaled to controls: 0 for no effect and ±100 for the full control effect; potency is read from the fitted curve at half-maximal effect.

SMILES	p53ts 39C tox	Peg3 imprint	IkB sig inh	p53ts 32C kill
COc1ccc(N(C(=O)c2ccc(S(=O)(=O)N3CCOCC3)cc2)C2C=CS(=O)(=O)C2)cc1 (centres undefined)	0%	2%	-0.4%	-25%
Cc1nc2ncnn2c(N2CCN(C(=O)c3cccc(F)c3)CC2)c1C	12%	·	·	2%
COc1ccc(Cl)cc1NC(=O)CSc1nc2c([nH]c3ccccc32)c(=O)n1-c1ccccc1	-8%	27%[10.9 µM]	-2.0%	-6%
CS(=O)(=O)Nc1ccc(C(=O)NCc2ccc3c(c2)OCO3)cc1	-3%	-13%	-1.1%	1%
Cc1ccc(-n2ncc3c(N4CCCCCC4)ncnc32)cc1C	?	-16%[10.9 µM]	?	10µM*
COc1ccc(-n2c(Cc3cccn3C)nnc2SCC(=O)Nc2ccc3c(c2)OCCO3)cc1	-11%	-24%	0.1%	15%
O=C(CCCCn1c(=O)c2ccccc2n(CC(=O)Nc2cccc(F)c2)c1=O)NCc1ccccc1Cl	14%	-9%[10.9 µM]	2.5%	7%
Cn1c(=O)c2c(nc(NCCO)n2CCc2ccccc2)n(C)c1=O	4%	-27%	1.9%	-6%
CCCN1CCN(CCCNC(=O)Cn2nc(-c3ccc(C)cc3)ccc2=O)CC1	6%	-7%	0.2%	14%
Cc1oc(-c2ccccc2F)nc1CN1CCC(C(=O)NCc2cccnc2)CC1	0%	-9%	-1.5%	-9%
Cc1cc(NS(=O)(=O)c2ccccc2)cc(Cl)c1O	0%	-13%	0.6%	-4%
CCC(OC(=O)c1cccs1)C(=O)NCc1ccc2c(c1)OCO2 (centres undefined)	3%	-12%	0.1%	4%
CC(NC(=O)COC(=O)c1ccc([N+](=O)[O-])s1)c1ccccc1 (centres undefined)	-8%	·	·	-7%
COc1cc(C2C(C(=O)Nc3ccccc3)=C(C)Nc3nnnn32)cc(OC)c1OC (centres undefined)	9%	-4%[10.9 µM]	6.2%	13%
Cc1ccc(Cl)cc1Nc1nn2c(=O)c3ccc(C(=O)N4CCCC(C)C4)cc3nc2s1 (centres undefined)	3%	-7%[10.9 µM]	-0.7%	-3%
O=S(=O)(NCCc1ccccn1)c1cccs1	4%	-2%	1.3%	0%
Cc1cnc(CNc2ncnc3ccc(-c4cccc(C#N)c4)cc23)cn1	0%	-7%	-2.8%[11.4 µM]	-2%
O=S(Cc1ccc(Cl)cc1)CC(O)COCc1ccc(Cl)cc1 (centres undefined)	-6%	-6%	-1.1%	11%
Cc1oc(-c2cccc(Cl)c2)nc1CS(=O)(=O)CC(=O)NCc1ccccc1Cl	-5%	-6%[10.9 µM]	?	-2%
Cc1cc(Cl)c(S(=O)(=O)N2CCN(c3ccc(F)cc3)CC2)cc1OCC(N)=O	-2%	1%	2.0%	-2%
CC(=O)N1c2ccccc2C(C)(C)C2CCC(C)CC21 (centres undefined)	6%	·	·	-8%
CC(C)[C@H](NC(=O)OC(C)(C)C)c1nnc(SCC(=O)Nc2ccc(Br)cc2)o1	-11%	-7%	?	7%
CCOC(=O)C1CCC(CN(Cc2ccccc2)S(=O)(=O)c2ccc(Br)cc2)CC1 (centres undefined)	-9%	-8%[10.9 µM]	-1.1%	-7%
Cc1ncc(CO)c(CO)c1O	2%[20.6 µM]	-3%[16.8 µM]	-0.1%[25.6 µM]	-2%[20.6 µM]
CCOc1ccc2nc(N(Cc3cccnc3)C(=O)c3ccc4c(c3)OCCO4)sc2c1	-22%	7%[10.9 µM]	?	-26%

Structures from the list above containing fluorine, in the order listed:
SMILES	p53ts 39C tox	Peg3 imprint	IkB sig inh	p53ts 32C kill
Cc1nc2ncnn2c(N2CCN(C(=O)c3cccc(F)c3)CC2)c1C	12%	·	·	2%
O=C(CCCCn1c(=O)c2ccccc2n(CC(=O)Nc2cccc(F)c2)c1=O)NCc1ccccc1Cl	14%	-9%[10.9 µM]	2.5%	7%
Cc1oc(-c2ccccc2F)nc1CN1CCC(C(=O)NCc2cccnc2)CC1	0%	-9%	-1.5%	-9%
Cc1cc(Cl)c(S(=O)(=O)N2CCN(c3ccc(F)cc3)CC2)cc1OCC(N)=O	-2%	1%	2.0%	-2%

Continuation.
SMILES	p53ts 39C tox	Peg3 imprint	IkB sig inh	p53ts 32C kill
CC(C)c1ccc(C2NC(=O)c3n[nH]c(-c4cccs4)c32)cc1 (centres undefined)	-18%	14%[10.9 µM]	3.4%	20%
COCc1nnc(NC(=O)CC(C)c2ccccc2)s1 (centres undefined)	7%	1%	-0.9%	5%
Cc1nn(C)c2c1c(C(F)(F)F)cc(=O)n2CC(=O)N1CCN(c2ccccc2F)CC1	-24%	-2%[10.9 µM]	?	-1%
O=C(NCc1ccco1)c1cccn2c(=O)c3sccc3nc12	-1%	-17%	?	6%
CCCCNC(=O)C1=CC(c2ccc3c(c2)OCO3)=NS(=O)(=O)N1C	-8%	-10%[10.9 µM]	-0.1%	7%
COc1ccc(OC2C=CC(C#Cc3ccc(F)cc3F)OC2CO)cc1 (centres undefined)	-9%&-4%[9.22 µM]	·	·	-15%&1%[9.22 µM]
CCOC(=O)c1cc(-c2ccccc2)n(CCC(=O)Nc2ccc(C(F)(F)F)cc2)c1C	?	4%[10.9 µM]	-0.4%	5%
COc1c2c(nc3occc13)C(CC=C(C)C)(OC)C(O)CC2 (centres undefined)	11%	·	·	1%
Cc1nn(C(=O)c2ccco2)c(C)c1CN1C(=O)c2ccccc2C1=O	-2%	5%	-0.1%	4%
Cc1ccc(C(=O)CCNc2ccc(F)c(Cl)c2)o1	-1%	-16%	2.5%	-6%
O=C(COc1ccc(F)cc1)NCc1ccc2c(c1)CCN2C(=O)c1ccccc1	-29%	10%[10.9 µM]	?	-1%
CC(C)N(C(=O)C1CC(=O)OC12CCCCC2)C(C)C (centres undefined)	14%	-1%	-0.3%	0%
Cc1ccc(C)c(OCCCC(=O)O)c1	11%	-10%	0.8%	3%
COc1ccc2cc(CCNC(=O)C(C)C)c(=O)[nH]c2c1	?	-12%	-2.1%	6%
COc1ccccc1N1CCN(C[C@@H]2CN3C(=O)N(C)c4ccccc4C3=N2)CC1	-6%	-4%	0.3%	2%
CCCCC(c1nnnn1CCOC)N1CCN(CC)CC1 (centres undefined)	6%	·	·	0%
CCCCCCCCCCCCCCCC(=O)OC(CO)CO	3%	-3%	·	3%
Cn1c(=O)c2cc(C(=O)NCCCN3CCN(c4ccc(F)cc4)CC3)sc2c2ccccc21	?	-2%[10.9 µM]	-3.6%	-22%
Cc1ccc(CNC(=O)Cn2c(=O)cc(-c3ccccc3)c3c(C)nn(C)c32)cc1	-25%	28%[10.9 µM]	1.3%	3%
CCCOc1ccc2oc(=O)c3c(c2c1)CCCN3C(=O)CN1CCN(C(=O)c2ccco2)CC1	-14%	-7%	0.6%	16%
COCCn1c(SCC(=O)Nc2cccc(OC)c2)nnc1-c1ccccc1	10%	11%	0.0%	1%
O=C(CSC1=Nc2ccccc2C2=NC(Cc3ccccc3)C(=O)N12)Nc1cccc(Cl)c1 (centres undefined)	2%	-11%[10.9 µM]	?	-6%
O=C(O)CSc1nnc(Cc2ccccc2)n1-c1ccccc1	14%	-7%	-3.7%	-3%
CCOc1cc2[nH]c(=S)n(CCCN3CCN(C)CC3)c(=O)c2cc1OCC	3%	-2%	1.3%	1%
NNC(=O)c1ccc[n+](CCc2ccccc2)c1	2%[9.22 µM]	-14%[10.9 µM]	-0.4%[11.4 µM]	2%[9.22 µM]
SMILES	p53ts 39C tox	Peg3 imprint	IkB sig inh	p53ts 32C kill
Nc1nncn1C(=O)c1c(Cl)cccc1Cl	-7%	2%	-0.3%	6%
Cc1cc(-c2ccc(S(=O)(=O)Nc3ccccc3C)cc2)on1	-28%	-6%[10.9 µM]	?	-10%
O=C(c1ccco1)N1CCN(c2ccc(Cl)c(Cl)c2)CC1	6%	-15%	-2.1%	12%
COc1cccc(C(=O)Nc2ccc(NC(C)=O)cn2)c1	-15%	-76%[inhibitor]	?	-20%
Cn1cc(C(=O)N2CCN(c3cccc(Cl)c3)CC2)c(=O)c2cc(S(=O)(=O)N3CCCC3)ccc21	-7%	6%[10.9 µM]	0.0%	-5%
CCCOc1ccc(-c2nnn(CC(=O)c3ccc4c(c3)OCCO4)n2)cc1	-25%	-9%	?	-18%
O=C(NCCCc1nc2ccccc2n1Cc1ccc(Cl)cc1)C1CCCCC1	-27%	-11%[10.9 µM]	0.9%	24%
COc1ccc2c(CC(=O)OCC(=O)Nc3ccc4c(c3)OCO4)coc2c1	-4%	-10%	0.8%	7%
Cc1ccc(-n2c(SCC(=O)NCC3CCCO3)nc3n[nH]c(C)c3c2=N)cc1Cl (centres undefined)	-12%	-9%	1.0%	-13%
CCCCNC(=O)c1ccc2c(c1)N(CC)C(=O)c1ccccc1S2	7%	-3%[10.9 µM]	-1.0%	6%
O=C(Nc1cccc2ccccc12)N1CCN(Cc2ccccc2)CC1	8%	7%	2.3%	-1%
CCn1nc(CC(=O)Nc2nnc(CC(=O)N3CCCCC3)s2)c2ccccc2c1=O	7%	6%	-0.4%	4%
COc1ccccc1NC(=O)c1oc2ccccc2c1NC(=O)c1cccc(OC)c1OC	-21%	-15%[10.9 µM]	0.5%	10%
C=CCSc1ncccc1C(=O)NCc1ccccc1	3%	-10%	1.0%	5%
COc1ccc(CCNC(=O)C2CCCN(S(=O)(=O)c3ccc4c(c3)oc(=O)n4C)C2)cc1OC (centres undefined)	-12%	-13%[10.9 µM]	2.5%	-3%
CC(C)(O)c1cc(=O)sc2nc3ccccc3n12	?	·	-1.1%	?
CNC(=O)C1CC(=O)N(Cc2ccc3c(c2)OCO3)C(=Nc2ccc(F)cc2)S1 (centres undefined)	-2%	-5%	0.2%	-7%
CCCNC(=O)C1CCC(CNS(=O)(=O)c2ccc3c(c2)CC(C)N3C(C)=O)CC1 (centres undefined)	-21%	-12%[10.9 µM]	1.1%	7%
COc1ccc2c(c1OC)C(=O)N(c1nccs1)C2	-9%	-45%[inhibitor]	2.5%	-13%
CC(=O)Nc1c(C(=O)C2CC2)oc2ccccc12	2%	-11%	-2.5%	2%
CCCCCNC(=O)C1CCC(Cn2c(=O)c3sccc3n(CC(=O)N3CCCC3)c2=O)CC1 (centres undefined)	6%	-16%[10.9 µM]	-0.3%	0%
CCc1ccc(N2CC(C(=O)Nc3ccccc3F)CC2=O)cc1 (centres undefined)	-2%	·	·	3%
Cc1cc(NC(=O)C2C3C(=O)N(CCC(C)C)C(C(=O)NCc4ccccc4)C34C=CC2(C)O4)no1 (centres undefined)	13%	-12%	0.4%	3%
CCOC(=O)N1CCN(C(=O)CSCc2nc(-c3ccccc3F)oc2C)CC1	-7%	-17%	1.4%	-10%
Cn1nnc2c(N3CCCCC3)ncnc21	-1%	-10%[10.9 µM]	-1.7%	-3%
SMILES	p53ts 39C tox	Peg3 imprint	IkB sig inh	p53ts 32C kill
Cc1c(-c2nsc(NC(=O)c3cccs3)n2)nnn1-c1ccc(Cl)cc1	19%	-10%[10.9 µM]	0.0%	-14%
Cc1ccc(NC(=O)C2CCCN(c3cnccn3)C2)cc1Cl (centres undefined)	-33%	-9%[10.9 µM]	?	1%
COc1cc(OC)c(OC)cc1CN1CCN(c2ccccc2OC)CC1	-9%	-14%	1.1%	-17%
CN1C(=O)c2[nH]nc(-c3ccc(F)cc3)c2C1c1ccccn1 (centres undefined)	-2%	-8%[10.9 µM]	2.5%	10%
Cc1ccccc1N(CC(=O)O)S(C)(=O)=O	11%	·	·	-18%
CC1(C)CC(=O)c2cc(-c3nc(-c4ccc(Cl)cc4)cs3)c(=O)[nH]c2C1	9%	17%[10.9 µM]	3.3%	-6%
O=C(NCCc1ccncc1)Nc1ccc(Cl)cc1	-13%	-12%	-0.9%	-12%

Random excerpt: 3 entries already listed, in no set order.
SMILES	p53ts 39C tox	Peg3 imprint	IkB sig inh	p53ts 32C kill
CN1C(=O)c2[nH]nc(-c3ccc(F)cc3)c2C1c1ccccn1 (centres undefined)	-2%	-8%[10.9 µM]	2.5%	10%
O=C(NCCc1ccncc1)Nc1ccc(Cl)cc1	-13%	-12%	-0.9%	-12%
Cc1c(-c2nsc(NC(=O)c3cccs3)n2)nnn1-c1ccc(Cl)cc1	19%	-10%[10.9 µM]	0.0%	-14%
